CCT modulator – cytosolic chaperonin activity modulation; AID 651819; activity change, % (no concentration beside the values), hits read low; 360,000 compounds, 0.3% hits; purified chaperonin ATPase assay, HTRF ADP detection, 30 min; in the data active = activity change below about -30%; also: % is scaled to controls: 0 for no effect and ±100 for the full control effect
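TRiC (40 or 20 nM final, by batch activity) in 30 mM Tris pH 7.4, 100 mM KCl, 5 mM MgCl2, 1 mM DTT was treated with compound at 76 uM single dose, then 10 uM ATP, 30 min at 37 °C. ADP was read by HTRF Transcreener.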
WRN helicase inh – WRN helicase (human) inhibition; Q14191; WRN helicase unwinding, fluorescent forked duplex, kinetic; Potency, µM (highest dose often 114 µM), inactives show at the highest dose activity change, negative = inhibition, hits mostly inhibitors; 360,000 compounds, 0.46% hits; also: potency is read from the fitted curve at half-maximal effect; % is scaled to controls: 0 for no effect and ±100 for the full control effect; nearly all actives have a fitted effect of over 55% in size
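WRN at 20 nM final was preincubated with compound for 15 min at room temperature; reaction started with 100 nM forked duplex oligonucleotide carrying fluorophore and quencher plus 2 mM ATP (final). Unwinding followed kinetically by red fluorescence (ex 525/em 598 nm).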
EPAC1 ag – EPAC1 (human) agonism; Potency, µM (titrated, usually from 154 µM), for the others: at the highest dose activation, hits mostly activators; EPAC1 agonist qHTS, biochemical assay; response scale: 100% = response to 6.5 mM cAMP; 360,000 compounds, 0.073% hits; also: potency is read from the fitted curve at half-maximal effect; nearly all actives have a fitted effect of over 60% in size
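Fluorescent GDP-exchange assay: 100 nM EPAC1 with 250 nM Rap1B preloaded with BODIPY-GDP and 50 uM GDP; compounds tested as concentration series, 5 min at room temperature, then read every 5 min for 30 min (ex 480/em 540 nm); normalized to 6.5 mM cAMP.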
PI5P4Ka inh – PI5P4K alpha (human) kinase inhibition | max response, % | 330,000 compounds, 1.2% hits | PI5P4Kalpha enzyme, ADP-Glo luminescence, 60 min; active compounds read low | AID 652105; active = max response of -50% or lower; inconclusive = between -30% and -50%; inactive = -30% or higher; also: value at the top dose of about 77 µM; % is scaled to controls: 0 for no effect and ±100 for the full control effect
Target sequence (P48426 whole entry, looked up): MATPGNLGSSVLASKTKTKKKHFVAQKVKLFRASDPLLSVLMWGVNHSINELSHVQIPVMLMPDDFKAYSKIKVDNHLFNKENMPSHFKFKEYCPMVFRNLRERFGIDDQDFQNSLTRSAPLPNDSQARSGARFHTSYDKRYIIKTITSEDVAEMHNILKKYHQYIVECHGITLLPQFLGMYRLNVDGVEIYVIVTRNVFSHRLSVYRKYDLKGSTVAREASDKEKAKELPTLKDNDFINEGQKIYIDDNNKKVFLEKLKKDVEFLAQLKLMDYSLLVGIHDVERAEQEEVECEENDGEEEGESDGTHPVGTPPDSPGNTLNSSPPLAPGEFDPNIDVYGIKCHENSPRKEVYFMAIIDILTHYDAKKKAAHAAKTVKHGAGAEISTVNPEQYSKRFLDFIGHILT
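PI5P4Kalpha ADP-Glo assay; 5 microM ATP final; 60 min RT reaction; HEPES pH 7.4/EGTA/CHAPS, 5% DMSO; controls lacking substrate or enzyme; luminescent end-point.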
EPAC1 antagonist – antagonists of human EPAC1; Potency, µM (highest dose often 115 µM), inactives show top-dose activity change, negative = inhibition, actives largely listed as inhibitors; EPAC1 GEF assay, Rap1b-BODIPY-GDP exchange fluorescence; AID 720709; O95398; 360,000 compounds, 0.14% hits;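 also: potency is read from the fitted curve at half-maximal effect; plate controls were vehicle for no effect and positive control for full effect; nearly all actives have a fitted effect of over 50% in size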
EPAC2 agonist – EPAC2 (human) agonism | Potency, µM (doses to about 154 µM), without a hit: top-dose activation, hits mostly activators | AID 720711 | 360,000 compounds, 0.079% hits | EPAC2 activation, biochemical qHTS; response scale: 100% = 6.5 mM cAMP response | Q8WZA2; also: potency is read from the fitted curve at half-maximal effect; nearly all actives have a fitted effect of over 50% in size
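Readout is BODIPY fluorescence (480 nm excitation, 540 nm emission), which falls as labeled GDP is exchanged off Rap1B. EPAC2 at 100 nM acted on 250 nM RAP1B-BODIPY-GDP with 50 uM GDP present.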
PLK1 PBD inh – PLK1 (human) polo-box domain binding inhibition; P53350; Plk1 PBD binding of FITC phosphopeptide, fluorescence polarization; Potency, µM, for inactives: max response, negative = inhibition, actives largely listed as inhibitors; 360,000 compounds, 2.8% hits; also: potency is read from the fitted curve at half-maximal effect; series mostly up to about 57 µM; % is scaled to controls: 0 for no effect and ±100 for the full control effect; nearly all actives have a fitted effect of over 65% in size
Target sequence (P53350 whole entry, looked up, the tested form may be a part): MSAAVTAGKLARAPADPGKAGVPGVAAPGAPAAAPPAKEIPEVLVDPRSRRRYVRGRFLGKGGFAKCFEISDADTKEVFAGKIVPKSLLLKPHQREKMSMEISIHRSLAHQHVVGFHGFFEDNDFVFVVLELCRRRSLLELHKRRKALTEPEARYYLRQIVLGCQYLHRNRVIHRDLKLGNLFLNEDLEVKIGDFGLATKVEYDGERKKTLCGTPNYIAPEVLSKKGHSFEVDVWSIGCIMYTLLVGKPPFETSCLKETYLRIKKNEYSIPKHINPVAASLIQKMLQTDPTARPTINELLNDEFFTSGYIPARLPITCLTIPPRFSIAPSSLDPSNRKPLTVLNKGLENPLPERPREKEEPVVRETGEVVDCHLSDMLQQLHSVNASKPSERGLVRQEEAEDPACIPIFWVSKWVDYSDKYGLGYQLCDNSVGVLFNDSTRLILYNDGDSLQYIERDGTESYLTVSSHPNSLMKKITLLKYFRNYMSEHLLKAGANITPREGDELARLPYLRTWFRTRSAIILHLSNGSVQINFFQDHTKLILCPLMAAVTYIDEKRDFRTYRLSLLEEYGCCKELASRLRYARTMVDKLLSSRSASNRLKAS
IL-2 act – activators of IL-2; IL-2 activation reporter assay, cell-based qHTS; stimulated with anti-CD3/CD4/CD28 beads; in transgenic mouse T cells; activation, % (series mostly up to about 46 µM); 360,000 compounds, 0.065% hits; in the data active = activation above about 50%; inconclusive = mostly about 30% to 49%; also: 0% is about no effect
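Unstimulated transgenic mouse T cells preincubated 60 min with compound, then stimulated with anti-CD3/anti-CD4-coated beads plus anti-CD28 for 18 h at 37 degrees C. IL-2 response read as EGFP and DsRed fluorescence by plate cytometry.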
The depositor's hits bear a star; ? = inconclusive; · = no result given; & = joins results of further samples; [ ] = remark or other dose. Unless noted, calls follow the shape of the dose curve; as a rule, active = well fitted curve in the direction sought with a large enough effect; inconclusive = small, poorly fitted or top-dose-only effect, or another doubt; inactive = no such curve, though single readings can be large; an effect the other way counts as inactive or inconclusive.

1) COc1ccc(S(=O)(=O)Nc2ccccc2C(=O)N2CCOCC2)cc1C
2) COCCNc1nc(N)c([N+](=O)[O-])c(NCCO)n1
3) CN1CCN(C(=O)NC2CCCCC2)CC1
4) Cc1noc(C)c1C(=O)Nc1cccc(S(=O)(=O)N2CCOCC2)c1
5) O=C(CSC1CC(=O)N(c2ccc(C(=O)O)cc2)C1=O)Nc1ccc(Cl)cc1 (stereo unspecified)
6) Cc1ccc(NC(=O)Nc2ccc3c(c2)OCO3)c(Br)c1
7) COc1ccc(S(=O)(=O)CCC(=O)N2CC(=O)N(CCc3ccccc3)C(=O)C2)cc1
8) CN(Cc1ccccc1Cl)C(=O)C1CCC(=O)N(CCc2cccc(F)c2)C1 (stereo unspecified)

assay / entry	1	2	3	4	5	6	7	8
CCT modulator	0.9	0.0	-0.4	-1.0	-3.0	-0.8	-0.2	-8.4
WRN helicase inh	5%	2%	-3%	-3%	14%	3%	-24%	-30%
EPAC1 ag	-1%	-13%	12%	-6%	5%	12%	-1%	7%
PI5P4Ka inh	1	-12	-1	-1	-6	6	-17	0
EPAC1 antagonist	0%	2%	-12%	22%	-8%	11%	1%	-5%
EPAC2 agonist	10%	-4%	-2%	0%	4%	7%	5%	-16%
PLK1 PBD inh	-7%	5%	-4%	-2%	-19%	-2%	-28%	-3%
IL-2 act	0.8	1.4	-1.8	-0.2	-0.7	-0.6	0.6	1.2

9) COCCNC(=O)CCCn1c(=O)c2ccccc2n(Cc2ccccc2C#N)c1=O
10) CCOC(=O)Cc1c(-c2cccc(Br)c2)nc2c3ccccc3ccn12
11) Cc1cc(C(=O)N2CCN(Cc3ccc4c(c3)OCO4)CC2)cs1
12) CC1CCCN(S(=O)(=O)c2cccc(C(=O)NCc3ccco3)c2)C1 (stereo unspecified)
13) COc1cc(OC)c(CN2CCc3c([nH]c4ccccc34)C2)cc1Br
14) COc1ccc(C2(C(=O)Nc3ccc(C)c(C)c3)CCOCC2)cc1
15) CC(C)N1C(=O)CCC1C(=O)N1CCN(c2ccc(F)cc2)CC1 (stereo unspecified)
16) CCOc1ccc(NC(=O)CCNS(=O)(=O)c2ccc(Br)s2)cc1

assay / entry	9	10	11	12	13	14	15	16
CCT modulator	1.2	-0.6	-1.2	-1.8	3.3	-0.2	0.7	-2.0
WRN helicase inh	3%	-7%	-2%	6%	3%	-1%	0%	-9%
EPAC1 ag	-11%	-7%	5%	9%	6%	-4%	5%	6%
PI5P4Ka inh	7	11	·	-15	1	4	1	·
EPAC1 antagonist	-1%	-14%	-6%	-9%	-4%	-14%	-3%	-2%
EPAC2 agonist	-5%	18%	12%	5%	12%	2%	6%	6%
PLK1 PBD inh	2%	-8%	-5%	-12%	1%	-16%	-4%	-10%
IL-2 act	-3.7	-1.0	-1.8	-0.2	-4.0	-0.5	-2.1	-0.6

17) Cn1c(=O)oc2cc(S(=O)(=O)NCc3ccncc3)ccc21
18) CCCC(=O)Nc1ncnc2c1ncn2[C@@H]1O[C@@H]2COP(=O)(O)O[C@H]2[C@H]1OC(=O)CCC
19) O=c1cc(CCl)nc2scc(-c3ccccc3)n12
20) COc1cccc(-n2cc(CN(C)Cc3nc(Cc4ccccc4)no3)cn2)c1
21) Cc1ccc(C(=O)NNC(=O)COc2ccc(Cl)cc2C)o1
22) Cc1ccc2nc(NC(=O)CN(C)S(=O)(=O)c3cccc4nsnc34)sc2c1
23) CC1=C(C(=O)Nc2ccccn2)C(c2ccccc2Cl)NC(=S)N1 (stereo unspecified)
24) Cc1c(C(=O)NNS(=O)(=O)c2ccccc2)sc(=S)n1C

assay / entry	17	18	19	20	21	22	23	24
CCT modulator	-2.7	-1.9&0.1	1.6	-1.2	-1.3	0.0	0.5	0.5
WRN helicase inh	0%	9%&-5%	-27%	1%	-4%	-1%	7%	10%
EPAC1 ag	16%	-29%&-3%	2%	2%	1%	3%	6%	-7%
PI5P4Ka inh	0	-4&2	-26	8	0	0	1	-9
EPAC1 antagonist	-2%	8%&6%	2%	-12%	5%	19%	2%	-3%
EPAC2 agonist	0%	11%&6%	-2%	0%	6%	8%	6%	9%
PLK1 PBD inh	-8%	-9%	-15%	-5%	6%	-8%	-13%	-11%
IL-2 act	-2.1	0.3&-0.1	0.1	-0.1	0.7	-3.0	-1.9	-2.8

Another view of part of the listing above.
Every second line gives: CCT modulator, WRN helicase inh, EPAC1 ag, PI5P4Ka inh, EPAC1 antagonist, EPAC2 agonist, PLK1 PBD inh, IL-2 act
16: CCOc1ccc(NC(=O)CCNS(=O)(=O)c2ccc(Br)s2)cc1
 : -2.0, -9%, 6%, ·, -2%, 6%, -10%, -0.6
17: Cn1c(=O)oc2cc(S(=O)(=O)NCc3ccncc3)ccc21
 : -2.7, 0%, 16%, 0, -2%, 0%, -8%, -2.1
18: CCCC(=O)Nc1ncnc2c1ncn2[C@@H]1O[C@@H]2COP(=O)(O)O[C@H]2[C@H]1OC(=O)CCC
 : -1.9&0.1, 9%&-5%, -29%&-3%, -4&2, 8%&6%, 11%&6%, -9%, 0.3&-0.1
19: O=c1cc(CCl)nc2scc(-c3ccccc3)n12
 : 1.6, -27%, 2%, -26, 2%, -2%, -15%, 0.1
20: COc1cccc(-n2cc(CN(C)Cc3nc(Cc4ccccc4)no3)cn2)c1
 : -1.2, 1%, 2%, 8, -12%, 0%, -5%, -0.1
21: Cc1ccc(C(=O)NNC(=O)COc2ccc(Cl)cc2C)o1
 : -1.3, -4%, 1%, 0, 5%, 6%, 6%, 0.7
22: Cc1ccc2nc(NC(=O)CN(C)S(=O)(=O)c3cccc4nsnc34)sc2c1
 : 0.0, -1%, 3%, 0, 19%, 8%, -8%, -3.0
23: CC1=C(C(=O)Nc2ccccn2)C(c2ccccc2Cl)NC(=S)N1 (stereo unspecified)
 : 0.5, 7%, 6%, 1, 2%, 6%, -13%, -1.9
24: Cc1c(C(=O)NNS(=O)(=O)c2ccccc2)sc(=S)n1C
 : 0.5, 10%, -7%, -9, -3%, 9%, -11%, -2.8

Additional entries follow.
25) CS(=O)(=O)N1CCN(c2ccccc2NC(=O)c2cc(Br)ccc2Cl)CC1
26) Cc1c(C)c2c(c(C)c1O)CC[C@@](C)(CCC[C@H](C)CCC[C@H](C)CCCC(C)C)O2
27) CCOC(=O)c1ccccc1NC(=O)c1cccs1
28) COc1ccccc1-n1c(SCC(=O)Nc2cccc(S(N)(=O)=O)c2)nc2ccccc2c1=O
29) CC(C)CC1NC(=O)N(CC(=O)N2c3ccccc3NC(=O)C2(C)C)C1=O (stereo unspecified)
30) CC(/C=C/C1(O)C(C)CC(=O)CC1(C)C)OC1OC(CO)C(O)C(O)C1O (stereo unspecified)
31) CCN(CC)S(=O)(=O)c1cccc(C(=O)OCC(=O)NC(C)c2ccccc2)c1 (stereo unspecified)
32) CCOc1ccc(NC(=O)c2nccnc2CO)cc1

assay / entry	25	26	27	28	29	30	31	32
CCT modulator	2.0	1.0	-5.2	-0.4	-0.6	-1.5	1.6	-0.1
WRN helicase inh	1%	-6%	-5%	0%	7%	-5%	-1%	7%
EPAC1 ag	9%	-38%[inhibitor]	-1%	5%	9%	-14%	7%	0%
PI5P4Ka inh	-3	16	2	-6	3	3	2	·
EPAC1 antagonist	-10%	-3%	-8%	?	-9%	-11%	7%	-18%
EPAC2 agonist	8%	-19%	1%	9%	5%	4%	4%	8%
PLK1 PBD inh	-9%	-4%	-1%	-9%	-10%	-10%	-2%	-8%
IL-2 act	0.9	0.1	-1.7	0.9	-2.3	1.9	0.3	0.4

33) COCCOC(=O)C1=C(C)NC(=O)NC1c1ccc(-c2cc(Cl)ccc2Cl)o1 (stereo unspecified)
34) Cc1cccc(CS(=O)(=O)c2nnc([C@H](Cc3ccccc3)NC(=O)OC(C)(C)C)o2)c1
35) O=C(O)/C=C/C(=O)NCC1CCC(CNC(=O)/C=C/C(=O)O)CC1 (stereo unspecified)
36) C=CCc1ccc(OCCCCNC(C)CC)c(OC)c1 (stereo unspecified)
37) C=CCN=Cc1c(C)[nH]n(-c2ccccc2)c1=O
38) Cc1ccccc1-c1nc(CS(=O)CC(=O)NCCN2CCOCC2)c(C)o1 (stereo unspecified)
39) COc1ccc(-c2noc(-c3cccc(Cl)c3)n2)cc1OC
40) CC1CC(=O)Nc2ccccc2N1C(=O)CSc1nnnn1C(C)C (stereo unspecified)

assay / entry	33	34	35	36	37	38	39	40
CCT modulator	-4.4	-0.9	-0.5	0.3	-2.4	-1.0	-1.2	1.7
WRN helicase inh	-4%	-33%	-3%	0%	-23%	11%	4%	-5%
EPAC1 ag	-9%	1%	6%	-7%	-4%	1%	-5%	0%
PI5P4Ka inh	-1	·	7	7	-8	-8	25	0
EPAC1 antagonist	-5%	-1%	3%	-27%	2%	-4%	3%	11%
EPAC2 agonist	-6%	14%	1%	8%	3%	9%	5%	7%
PLK1 PBD inh	7%	2.7µM*	1%	-8%	-3%	-12%	-11%	0%
IL-2 act	0.6	-1.8	-0.9	1.0	-5.5	-2.7	-1.3	1.1

41) Cc1ccc(C2(C)NC(=O)N(Cc3c(C)noc3C)C2=O)cc1 (stereo unspecified)
42) CS(=O)(=O)c1ccc2sc(NC(=O)c3cc4ccccc4o3)nc2c1
43) COc1cccc(-c2cc(-c3cccnc3)c(C#N)c(N)n2)c1
44) CSc1ccc(Cl)c(C(=O)OCC(=O)N2CCN(c3ccccc3)CC2)c1
45) Cc1cccc(N2CCN(C(=O)c3ccoc3C)CC2)c1C
46) O=C(CN1CCOCC1)NCc1ccccc1Cl
47) CC(OC(=O)c1ccccc1C(=O)N(C)c1ccccc1)C(=O)Nc1ccc(C(N)=O)cc1 (stereo unspecified)

assay / entry	41	42	43	44	45	46	47
CCT modulator	0.4	-0.8	-1.5	-2.3	-2.9	-3.9	0.1
WRN helicase inh	2%	-17%	-3%	-2%	2%	7%	-7%
EPAC1 ag	-3%	-6%	6%	15%	5%	4%	13%
PI5P4Ka inh	1	?	-7	-3	5	-5	2
EPAC1 antagonist	2%	-4%	-14%	10%	2%	2%	-4%
EPAC2 agonist	-5%	2%	4%	0%	-6%	11%	-4%
PLK1 PBD inh	-1%	-9%	1%	-6%	-16%	-15%	-8%
IL-2 act	-0.7	-2.5	3.0	-2.2	-0.4	0.9	-0.7

Screening data: PubChem, National Center for Advancing Translational Sciences (NCATS)

A portion of the library (hit frequency here may not be typical).
